Bioassay records deposited in PubChem by several laboratories.
NTR1 ag: agonists of NTR1, primary screen, imaging, U2OS cells, beta-arrestin-GFP, high content (AID 493036). NTR1-U2OS beta-arrestin-GFP spot imaging, agonist mode. P30989. activation, % at 20 µM. actives 0.17% (n = 330,000);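 active = activation at or above 40% of the spot to cytoplasm intensity ratio, with at least 20 cells analyzed; inconclusive = wells under 20 cells, flagged as cytotoxic or low count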;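 also: 0% = DMSO without peptide and 100% = 100 nM NTR1 peptide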
Target sequence (P30989 whole entry, looked up): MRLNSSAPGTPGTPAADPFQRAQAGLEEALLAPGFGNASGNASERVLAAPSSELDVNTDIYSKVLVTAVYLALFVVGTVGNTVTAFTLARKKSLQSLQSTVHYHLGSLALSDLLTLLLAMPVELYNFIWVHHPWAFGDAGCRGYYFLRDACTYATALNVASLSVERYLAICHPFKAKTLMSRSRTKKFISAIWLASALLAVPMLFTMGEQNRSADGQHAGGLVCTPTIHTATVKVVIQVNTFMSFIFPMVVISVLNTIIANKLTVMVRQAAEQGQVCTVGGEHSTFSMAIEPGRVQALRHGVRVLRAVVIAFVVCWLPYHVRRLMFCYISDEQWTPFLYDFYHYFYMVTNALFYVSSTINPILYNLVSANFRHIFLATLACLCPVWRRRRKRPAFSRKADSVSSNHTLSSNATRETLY
Dengue-2 NS5 capping: flavivirus cap methylation enzyme inhibition – biochemical, confirmation dose response, primary screen (AID 588689); Dengue-2 NS5 methyltransferase capping enzyme assay, biochemical; higher % means a stronger effect; inhibition, % at 25 µM; hits with a dose series show IC50 in µM; actives 0.3% (n = 340,000); in the data active = a potency from the dose series; inconclusive = inhibition above about 29% without an active follow-up result
RSV CPE inhibition: inhibition of RSV-induced cytopathic effect – HEp-2 cells, primary 10 µM value included (AID 2391); HEp-2 cells, RSV-induced CPE inhibition; higher % means a stronger effect; one-dose CPE inhibition, % at 10 µM; IC50 in µM for titrated hits; actives 0.13% (n = 310,000); in the data active = a potency from the dose series; inconclusive = CPE inhibition mostly from about 23% at the one dose, without a potency; inactive = the rest, 99 in 100 with CPE inhibition below about 21%; also: strong numbers were not always called active
UTI89 phage lysis: protection from phage-mediated lysis, alamar blue read-out – E. coli UTI89, K1F phage, bacterial capsule biogenesis inhibitors (AID 488966) | actives 0.02% (n = 340,000) | inhibition, % at 100 µM, or IC50 in µM where a hit was titrated | E. coli UTI89 K1F phage lysis, alamar blue, 2 h; higher % means a stronger effect;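 active = phage lysis inhibition, versus mean bacterial control, above a set limit; inconclusive = no clear call, values can overlap the other calls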;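 also: capsule biogenesis inhibitors block K1F phage lysis so surviving cells raise fluorescence; higher fluorescence means more inhibition of phage lysis; actives were called in the ten point dose series up to 300 µM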
AID2073: disruptors of CaV2.2 binding to Mint1 – biochemical, HTRF (AID 2073); HTRF protein-protein interaction, Mint1-CaV2.2; higher % means a stronger effect; inhibition, % at 20 µM, or IC50 in µM where a hit was titrated; actives 0.19% (n = 290,000); in the data active = inhibition mostly above about 51%, no sharp cut-off; inconclusive = no clear call, values can overlap the other calls; inactive = mostly below about 53%; also: some results filed as inactive read as strong as hits
SV40 large T antigen: SV40 large T antigen inhibitors, biochemical (AID 1903); SV40 large T antigen ATPase/helicase inhibition assay; higher % means a stronger effect; inhibition, % at 20 µM; hits with a dose series show IC50 in µM; actives 0.39% (n = 310,000); in the data active = a potency from the dose series; inconclusive = inhibition mostly from about 32% at the one dose, without a potency; inactive = the rest, 99 in 100 with inhibition below about 32%; also: strong numbers were not always called active
Siah-1 displacement: blockers of Siah-1 interaction with plectin peptide – biochemical, fluorescence polarization, rhodamine-plectin, uHTS, primary screen (AID 1817); Siah-1 / rhodamine-plectin peptide fluorescence polarization; higher % means a stronger effect; displacement, % at 20 µM, or IC50 in µM where a hit was titrated; actives 0.02% (n = 290,000);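 active = displacement of at least 50% at 20 µM, with a fluorescence ratio check between 0.3 and a set limit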;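 also: plate controls were Siah plus tracer with DMSO for no effect and tracer alone without Siah for full effect; strong numbers were not always called active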
Rac1 GTP hydrolysis: MgcRacGAP GTPase-activating activity inhibitors, confirmation, biochemical, ADP Hunter fluorescence; MgcRacGAP-stimulated Rac1 GTP hydrolysis, ADP Hunter fluorescence; higher % means a stronger effect; GST-tagged Rac1 F28L mutant substrate; inhibition, % at 30 µM, or IC50 in µM where a hit was titrated; actives 0.6% (n = 340,000); AID 624330;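 active = first-screen hits whose inhibition reached a set limit at any dose in the follow-up dose series; inconclusive = inhibition above the set first-screen limit but never retested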;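 also: fluorescence reports GDP produced by GAP-driven GTP hydrolysis; strong numbers were not always called active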
West Nile virus CPE: inhibition of WNV-induced cytopathic effect – cell-based, CPE readout (AID 1621). West Nile virus-infected cells, CPE inhibition; higher % means a stronger effect. one-dose CPE inhibition, % at 10 µM; IC50 in µM for titrated hits. actives 0.02% (n = 290,000); in the data active = a potency from the dose series; inconclusive = CPE inhibition mostly from about 3.7% at the one dose, without a potency; inactive = the rest, 99 in 100 with CPE inhibition below about 2.2%; also: strong numbers were not always called active
NTR1 ag cell count 20 µM: further read-out of NTR1 ag, marked with its call; cell count; measured here: cell count, cytotoxicity flag
Dengue-2 NS5 capping pilot replicate: recorded beside Dengue-2 NS5 capping, whose call it bears; inhibition, %; measured here: pilot screen replicate inhibition
The depositor's hits bear a star; i = inactive; ? = inconclusive; . = not tested or not shown; [ ] = dose if it differs, or a comment.

SMILES	NTR1 ag	NTR1 ag cell count 20 µM	Dengue-2 NS5 capping	RSV CPE inhibition	UTI89 phage lysis	AID2073	SV40 large T antigen	Siah-1 displacement	Rac1 GTP hydrolysis	West Nile virus CPE	others
COc1ccc(NC2=CC(=O)CC(c3ccc(C)cc3)C2)c(OC)c1 (stereo not drawn)	1.6	61	6%	-0.8%	-0.2%	.	.	.	-2%	-0.6%
COc1ccc(OC)c(NC(=O)c2ccc(NC3=NC4CS(=O)(=O)CC4S3)cc2)c1 (stereo not drawn)	-1.4	63	0%	1.1%	-1.9%	6%	6%	-1%	10%	1.7%
CC(=O)Nc1ccc(NC(=O)C2CCCN2S(=O)(=O)c2cccc(C(F)(F)F)c2)cc1 (stereo not drawn)	1.1	62	-1%	3.0%	2.2%[50 µM]	16%	30%	1%	7%	-0.7%
Cc1onc(-c2ccccc2)c1-c1ccnn1C(=O)NC(C)C	0.7	59	-4%	4.1%	4.0%	-2%	6%	-1%	1%	-0.4%
CC(=O)Nc1ccc(S(=O)(=O)N2CCCN(c3nc(C)cc(C)c3C#N)CC2)cc1	1.4	77	-7%	6.8%	0.9%[50 µM]	12%	11%	3%	6%	-0.8%
CCCSCCCNC(=O)Cn1cc2c(n1)CCC(C)C2 (stereo not drawn)	3.8	57	67%	-0.1%	2.3%	-4%	1%	3%	3%	-0.1%
O=C(Nc1ccc(N2CCOCC2)cc1)C1(S(=O)(=O)c2ccccc2)CC1	-0.2	87	1%	1.2%	0.1%	5%	13%	-3%	4%	0.1%
COc1ccc(CN(C)CC(=O)Nc2ccccc2C(F)(F)F)c(OC)c1	-2.2	57	1%	0.3%	4.8%	-8%	4%	5%	24%	-0.7%
Cc1cccc(C)c1NC(=O)CNC(=O)c1ccc(COc2ccccc2)cc1	1.8	51	-3%	-0.1%	-0.1%[50 µM]	.	.	.	4%	.
CCCc1cc(=O)oc2c3c(cc(OCC(=O)NCc4ccccn4)c12)OC(C)(C)CC3	5.7	96	-1%	7.7%	8.1%	29%	13%	1%	5%	-1.1%
CC(=O)NC(CC(=O)OCC(=O)N1CCN(S(=O)(=O)c2ccc(C)cc2C)CC1)c1ccccc1 (stereo not drawn)	-0.5	74	0%	1.9%	0.5%[50 µM]	.	.	.	3%	.
O=C(CN1CCOCC1)N/N=C/c1ccc(-c2ccc(C(=O)O)cc2)o1	-0.3	57	2%	8.3%	0.0%	14%	22%	-9%	2%	0.3%
O=Cc1ccc(C(=O)OCC(=O)NCCC2=CCCCC2)cc1	-0.5	55	4%	0.4%	1.3%[50 µM]	.	16%	.	10%	.
COCCn1c(SCC(=O)Nc2ccc(S(=O)(=O)N3CCOCC3)cc2)nc2ccccc21	0.8	74	-16%	1.2%	0.2%	1%	13%	-4%	2%	-0.6%
O=C(c1ccc2c(c1)OCCO2)N1CCCC(CNS(=O)(=O)c2cccs2)C1 (stereo not drawn)	0.7	53	0%	-0.2%	-0.3%	20%	3%	-1%	5%	-0.7%
Cc1cccc(CN2CCC(n3nccc3NC(=O)c3ccccc3C)CC2)n1	-0.1	72	-4%	-0.1%	-0.1%	1%	14%	3%	5%	-0.7%
O=S(=O)(c1cccs1)N1CCN(c2ccc(O)cc2)CC1	-0.7	65	2%	-1.6%	1.0%	-23%	6.7µM*	5%	?	0.8%
Cc1ccc(S(=O)(=O)N2CCN(C(=O)c3nn(C(C)C)c(=O)c4ccccc34)CC2)cc1C	0.6	49	-1%	3.4%	-0.1%	-4%	-1%	0%	9%	0.4%
Cc1oc2c(cc(NS(=O)(=O)c3ccc(C(C)C)cc3)c3ccccc32)c1C(=O)O	-0.7	49	?	14%	-1.9%	10%	14%	2%	3%	-0.2%
O=C(CSc1cccc[n+]1[O-])C12CC3CC(CC(C3)C1)C2	0.6	48	4%	-0.5%	0.3%	1%	11%	-5%	8%	-0.6%
CN(C(=O)COC(=O)c1ccc(=O)n(Cc2ccccc2)n1)C1CCS(=O)(=O)C1 (stereo not drawn)	-0.3	59	6%	-0.8%	0.9%[50 µM]	.	5%	.	-9%	.
Cc1ccc[n+](CC(=O)c2ccc(NC(=O)c3ccccc3)cc2)c1	1.7	63	2%	0.0%	-0.6%	4%	10%	0%	0%	1.0%
CSc1c(CC(=O)Nc2ccc(F)cc2)n(Cc2ccccc2)c2ccccc12	-0.2	50	-2%	1.6%	2.8%	-1%	9%	1%	3%	-0.9%
Cc1ccccc1OCc1nc(-c2ccc(Br)o2)no1	-1.7	105	1%	2.4%	0.1%	5%	-2%	-1%	6%	0.1%
COC(=O)c1cc(S(=O)(=O)NCC2CCN(CCc3ccc(OC)cc3)CC2)cn1C	0.0	56	0%	-0.1%	0.3%	1%	-2%	-5%	5%	-0.4%
CN1CCN(C(=O)CCCN2C(=O)/C(=C/c3ccc(Cl)cc3)SC2=S)CC1	2.7	55	-3%	26%	0.7%[50 µM]	.	.	.	5%	.
CCOc1ccc(CNC(=O)CCS(=O)(=O)c2ccc3c(c2)NC(=O)CO3)cc1OC	-1.9	62	1%	-1.9%	0.6%	-8%	-9%	-4%	15%	-0.3%
O=C(CNC(=O)c1ccc(Cl)cc1)N/N=C/c1cccnc1	1.3	58	-1%	1.0%	-0.7%	-3%	17%	9%	8%	0.2%
C=CCn1c(NC(=O)c2ccc(C)cc2)nc2ccccc21	-0.1	64	5%	0.8%	0.1%	7%	-3%	0%	9%	0.1%
CC(=O)OCc1cc(-c2nn(C)c(=O)c3ccccc23)ccc1C	3.0	33	1%	3.5%	1.4%	?	-4%	3%	2%	-0.4%
CN(C)CC(=O)Nc1ccc2cn[nH]c2c1	0.2	88	.	2.5%	i	6%	6%	8%	1%	-0.1%
Nc1ccc2c(c1)N1CCN=C1S2	-1.9	47	-1%	2.0%	0.6%	-10%	28%	0%	18%	-0.1%	Dengue-2 NS5 capping pilot replicate=-7.6
COc1ccc(C)cc1NC(=O)C(NC(=O)c1cc(OC)c(OC)c(OC)c1)C(C)C (stereo not drawn)	1.4	57	-3%	-1.4%	0.2%	-1%	-17%	0%	-3%	-0.6%
Cn1c2ccc(F)cc2c2ncn(CC3CCCO3)c(=O)c21 (stereo not drawn)	0.1	40	-1%	1.2%	4.4%	8%	6%	14%	13%	0.3%
CCOC(=O)c1ccc(NC(=O)CC2C(=O)N(c3cccc(OC)c3)C(=O)N2CCOC)cc1 (stereo not drawn)	2.2	42	1%	0.1%	4.0%	4%	3%	1%	6%	0.3%
CCCn1c(/C=C/c2ccco2)nc2ccccc21	2.2	44	-6%	0.4%	?	32%	-4%	20%	1%	-1.1%
C#CCOCCOCCOCCNc1nc(N2CCN(C(=O)[C@H](Cc3ccc(O)cc3)n3cc([C@@H](N)C(C)CC)nn3)CC2)nc(N2CCN(C(=O)[C@H](CCCCN)n3cc([C@@H](N)CO)nn3)CC2)n1 (stereo partly drawn)	1.4	89	2%	-0.1%	0.2%	-14%	8%	0%	5%	0.4%
COc1cc2ncnc(NCc3ccc(C)cc3)c2cc1OC	-0.2	67	-5%	1.9%	-0.3%	2%	1%	-2%	12%	1.1%
C[C@H](CO)N1C[C@H](C)[C@@H](CN(C)S(=O)(=O)c2ccccc2)Oc2ccc(NS(=O)(=O)c3ccccc3)cc2C1=O	0.5	63	-4%	.	0.1%	.	.	.	5%	.	Dengue-2 NS5 capping pilot replicate=0.9
Cc1cc(C)nc(SCc2ccc(C(=O)N/N=C/c3ccccn3)cc2)n1	0.9	68	6%	0.1%	0.1%	?	5%	-1%	13%	-0.7%
CCc1ccc(-c2cc(C(F)(F)F)n3nc(C(=O)Nc4c(C)nn(Cc5ccccc5C)c4C)cc3n2)s1	3.5	62	3%	1.3%	-0.6%	33%	-4%	-2%	-3%	0.5%
COc1ccccc1NS(=O)(=O)c1ccc(NC(=O)Cc2cccs2)cc1	0.0	53	0%	5.2%	2.8%	1%	7%	5%	4%	-0.7%
CCCC(=O)NC(=S)Nc1ccccc1C(=O)OC	-0.5	52	-5%	2.3%	0.3%	-1%	1%	0%	5%	0.0%
CC1(C)CN(O)CCN1O	-0.3	55	0%	1.1%	1.6%	2%	22%	-3%	-2%	0.0%
Cc1nc2ccc(S(=O)(=O)NC(C(=O)N3CCCCCC3)C(C)C)cc2s1 (stereo not drawn)	-1.0	55	-4%	-0.7%	-4.0%	0%	5%	3%	1%	-0.3%
CC(CCN1CCOCC1)c1ccccc1 (stereo not drawn)	1.1	59	-3%	1.1%	0.0%	2%	18%	5%	23%	0.4%
S=C(Nc1ccccn1)NC1CCCCC1	0.5	58	.	-0.2%	.	-37%	20%	7%	.	-0.3%
CNC(=O)C(=O)NCC1OCCN1S(=O)(=O)c1ccc2c(c1)OCCO2 (stereo not drawn)	-0.5	94	-15%	1.2%	0.2%	-5%	6%	3%	9%	0.4%
C/C=C/C(=O)N1CC2(CC(c3cccc(NC(=O)CC(c4ccccc4)c4ccccc4)c3)=NO2)C[C@H]1C(N)=O (stereo partly drawn)	-0.2	59	-5%	1.5%	0.8%	4%	10%	-8%	15%	0.2%
COc1ccccc1N1CC(C(=O)NC2CCCCCC2)CC1=O (stereo not drawn)	0.6	48	-1%	.	2.1%	.	.	.	3%	.
CC(=O)c1ccc(NC(=O)COC(=O)c2ccccc2Nc2ccccc2)cc1	4.4	58	-7%	3.2%	3.0%	9%	17%	-3%	4%	0.0%
O=C(O)C1CC1(c1ccccc1)c1ccccc1 (stereo not drawn)	-0.9	56	-2%	1.9%	-0.1%	10%	1%	0%	0%	-0.1%
CCOC(=O)N1CCN(Cc2nc3cc(NC(=O)c4ccco4)ccc3n2CC)CC1	-0.9	58	-7%	1.8%	0.1%	3%	4%	3%	6%	-0.6%
O=C(OC1CCN(c2ncc(C(F)(F)F)cc2Cl)CC1)c1ccccc1	1.5	100	1%	6.3%	0.7%	-6%	-2%	-4%	3%	-0.3%
N#C/C(=C\c1ccc(-c2ccccc2[N+](=O)[O-])o1)C(N)=O	3.3	69	-7%	0.8%	0.1%	-34%	14%	-2%	9%	0.1%
